# Bioassay records (PubChem BioAssay)
# TrxR1 substrate = qHTS Assay for Substrates of Mammalian Selenoprotein Thioredoxin Reductase 1 (TrxR1): qHTS; Thioredoxin reductase 1, cytoplasmic (Rattus norvegicus), O89049; purified TrxR1 substrate turnover, NADPH consumption readout; Potency, µM (highest dose often 114 µM), for inactives: at the highest dose activity change, negative = substrate turnover; 0.01% of 390,000 active; AID 588456, 2011; also: potency is read from the fitted curve at half-maximal effect; % is scaled to controls: 0 for no effect and ±100 for the full control effect; nearly all actives have a fitted effect of over 50% in size
#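 Rat TrxR1, dispensed at 90 nM, was prereduced with 400 uM NADPH (final) for 5 min at ~22 deg C, then incubated with compound 15 min before 400 uM selenite. A first-read NADPH fluorescence drop versus no-compound background flagged substrates.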
# Pin1 inh = qHTS Assay to Find Inhibitors of Pin1 | Peptidyl-prolyl cis-trans isomerase NIMA-interacting 1 (Homo sapiens), Q13526 | Pin1 FP peptide displacement, HiFluor488, 10 min | Potency, µM (top dose mostly 115 µM), inactives show at the highest dose activity, negative = inhibition, usual class: inhibitors | 0.009% of 390,000 active | AID 504891, 2011; active = well fitted inhibition curve with a large enough effect in the polarisation, with a control signal flat, not every such curve was filed as active; inconclusive = small, poorly fitted or top-dose-only effect, or effect the other way, or a change in a side signal; inactive = no such curve, though single readings can be large or run the other way; the % refers to the polarisation; also: potency is read from the fitted curve at half-maximal effect; % is scaled to controls: 0 for no effect and ±100 for the full control effect
# Target sequence (Q13526 whole entry, looked up): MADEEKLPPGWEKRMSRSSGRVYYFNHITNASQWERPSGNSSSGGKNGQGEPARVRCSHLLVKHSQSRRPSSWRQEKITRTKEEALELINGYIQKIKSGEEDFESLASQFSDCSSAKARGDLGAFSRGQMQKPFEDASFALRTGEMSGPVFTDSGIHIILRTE
# PI4K2A inh = qHTS for small molecular inhibitors of PI4K2A | activity change, negative = inhibition, % at 76.9 µM | AID 1346378, 2018 | 0.13% of 420,000 active | Phosphatidylinositol 4-kinase type 2-alpha (Homo sapiens), Q9BTU6 | purified PI4K2A, ADP-Glo luminescence, 1 h; stronger effect = lower value; in the data active = activity change below about -50%; inconclusive = mostly about -30% to -49%;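 also: -100% = wells without enzyme as full effect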
#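 ADP-Glo luminescence measured ADP generated by PI4K2A enzyme (4 ug/mL before mixing) with 1.2 mM PI substrate (pre-mix) and 300 microM ATP (pre-mix). Tris pH7.5 buffer with MgCl2, Triton X-100; 1 h reaction at ambient temperature.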
# mIDH1 inhibitor = qHTS for Inhibitors of mutant isocitrate dehydrogenase 1 (IDH1): qHTS. Isocitrate dehydrogenase [NADP] cytoplasmic (Homo sapiens), O75874. IDH1-R132H enzyme, NADPH consumption, diaphorase/resazurin fluorescence. Potency, µM (top dose mostly 76.6 µM), for inactives: top-dose activity change, negative = inhibition, usual class: inhibitors. 0.093% of 390,000 active; also: potency is read from the fitted curve at half-maximal effect; % is scaled to controls: 0 for no effect and ±100 for the full control effect; nearly all actives have a fitted effect of over 65% in size
#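 IDH1-R132H (0.5 ug/mL) preincubated 30 min with compound, then NADPH (0.016 mM) and alpha-KG (2 mM) added; 80 min at RT, pH 7.5. Remaining NADPH coupled via diaphorase/resazurin to fluorescence (540/590 nm); concentration-response curves normalized to no-enzyme control.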
# HP1b chromo inh = HTS for Inhibitors of HP1-beta Chromodomain Interactions with Methylated Histone Tails; Chromobox protein homolog 1 (Homo sapiens), P83916; AlphaScreen HP1-beta / biotin-H3K9me3 peptide binding; Potency, µM (titrated, usually from 114 µM), for the others: at the top dose activity change, negative = inhibition, most hits filed as inhibitors; 0.56% of 390,000 active; also: potency is read from the fitted curve at half-maximal effect; nearly all actives have a fitted effect of over 70% in size; inactives centre near 23
# Target sequence (P83916 whole entry, looked up): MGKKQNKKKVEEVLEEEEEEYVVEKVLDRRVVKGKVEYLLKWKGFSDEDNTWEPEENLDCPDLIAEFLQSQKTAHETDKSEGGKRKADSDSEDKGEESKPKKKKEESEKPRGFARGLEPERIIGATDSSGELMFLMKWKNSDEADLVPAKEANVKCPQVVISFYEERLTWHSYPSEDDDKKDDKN
#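 Compound inhibition of the preformed complex between 50 nM HP1-beta and 50 nM biotinylated H3K9me3 peptide was read by AlphaScreen. Buffer was PBS pH 7.4 with 0.01% Tween-20. Incubations ran 30 min at room temperature, with 10 ug/mL donor/acceptor beads.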
# USP1-UAF1 inh = Inhibitors of USP1/UAF1: Primary Screen; 0.23% of 390,000 active; AID 743255, 2014; recombinant USP1/UAF1, Ub-Rhodamine cleavage fluorescence; Potency, µM (doses to about 57.1 µM), inactives show at the highest dose activity change, negative = inhibition, hits mostly inhibitors; also: potency is read from the fitted curve at half-maximal effect; % is scaled to controls: 0 for no effect and ±100 for the full control effect; nearly all actives have a fitted effect of over 60% in size; inactives centre near -12
#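 In this screen, compounds sit with the deubiquitinase complex (1nM) for 15 min at room temperature before Ub-Rho is added at 150nM final. Fluorescence rise is then followed for 6 reads every 60 seconds.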
# TrxR1 inh = qHTS Assay for Inhibitors of Mammalian Selenoprotein Thioredoxin Reductase 1 (TrxR1): qHTS; Potency, µM (titrated, usually from 114 µM), for the others: top-dose activity change, negative = inhibition, usual class: inhibitors; AID 588453, 2011; 1% of 390,000 active; recombinant rTrxR1, NADPH fluorescence consumption, selenite substrate; Thioredoxin reductase 1, cytoplasmic (Rattus norvegicus), O89049; also: potency is read from the fitted curve at half-maximal effect; % is scaled to controls: 0 for no effect and ±100 for the full control effect; nearly all actives have a fitted effect of over 65% in size
#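 Rat TrxR1 (90 nM in the dispensed reagent) was pre-reduced with 400 uM NADPH for 5 min at room temperature, then incubated with compound for 15 min. After 400 uM selenite was added, NADPH fluorescence (Ex 340/Em 450 nm) was followed for 8 min.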
# PGK inhibitor = qHTS Assay to Find Inhibitors of Phosphoglycerate Kinase; Phosphoglycerate kinase, glycosomal (Trypanosoma brucei brucei), P07378; PGK/GAPDH coupled, Kinase-Glo luminescence, 60 min; Potency, µM (doses to about 57.5 µM), for the others: at the top dose activity change, negative = inhibition, hits mostly inhibitors; 0.043% of 380,000 active; AID 602233, 2012; also: potency is read from the fitted curve at half-maximal effect; % is scaled to controls: 0 for no effect and ±100 for the full control effect; nearly all actives have a fitted effect of over 60% in size
#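 Luminescent ATP detection (Kinase-Glo Plus) follows a 60-minute room-temperature incubation, with wells lacking PGK as controls. Buffer: 100 mM TEA (pH 7.6), 5 mM MgCl2, 0.01% Tween-20. Coupling enzyme GAPDH (100 nM final) supplies unstable 1,3-BPG in-well.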
# GLS inhibitor = qHTS for Inhibitors of Glutaminase (GLS); Potency, µM (top dose mostly 45.5 µM), inactives show at the highest dose activity change, negative = inhibition, most hits filed as inhibitors; 0.21% of 410,000 active; Glutaminase kidney isoform, mitochondrial (Homo sapiens), O94925; GLS enzymatic activity, qHTS titration; also: potency is read from the fitted curve at half-maximal effect; % is scaled to controls: 0 for no effect and ±100 for the full control effect
# Target sequence (O94925 whole entry, looked up, canonical isoform): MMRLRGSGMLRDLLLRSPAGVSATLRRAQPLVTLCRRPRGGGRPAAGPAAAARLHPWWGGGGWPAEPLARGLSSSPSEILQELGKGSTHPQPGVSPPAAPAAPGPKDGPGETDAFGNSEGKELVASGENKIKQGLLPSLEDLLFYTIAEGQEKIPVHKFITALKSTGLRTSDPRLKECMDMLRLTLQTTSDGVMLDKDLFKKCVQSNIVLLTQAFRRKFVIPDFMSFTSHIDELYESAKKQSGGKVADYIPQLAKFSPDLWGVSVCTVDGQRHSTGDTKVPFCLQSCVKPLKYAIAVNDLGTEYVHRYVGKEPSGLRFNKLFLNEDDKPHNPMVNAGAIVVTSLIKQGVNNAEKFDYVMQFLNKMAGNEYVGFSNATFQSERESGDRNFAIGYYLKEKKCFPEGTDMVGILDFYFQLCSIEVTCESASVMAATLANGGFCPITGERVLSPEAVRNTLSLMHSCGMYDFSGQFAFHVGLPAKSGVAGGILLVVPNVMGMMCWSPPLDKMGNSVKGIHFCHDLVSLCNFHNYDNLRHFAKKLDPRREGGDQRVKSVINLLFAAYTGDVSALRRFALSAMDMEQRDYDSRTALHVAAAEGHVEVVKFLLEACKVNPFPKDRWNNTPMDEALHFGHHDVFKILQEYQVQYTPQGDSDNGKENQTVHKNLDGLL
#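 hKGA in 45 mM KH2PO4 (pH 8.2), 0.02% Tween-20 with compound, then 1mM L-Glutamine (stock as added) plus glutamate oxidase/HRP/Amplex red coupling mix. Fluorescence read initially and after 30 min at RT; signal change reflects glutamate formation.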
# * hit, by the source's call; i = inactive; ? = inconclusive; nt = no result given; [ ] = remark or other dose. Unless noted, calls follow the shape of the dose curve; as a rule, active = well fitted curve in the direction sought with a large enough effect; inconclusive = small, poorly fitted or top-dose-only effect, or another doubt; inactive = no such curve, though single readings can be large; an effect the other way counts as inactive or inconclusive. Some of the compounds tested (hit frequency here may not be typical).
SMILES,TrxR1 substrate,Pin1 inh,PI4K2A inh,mIDH1 inhibitor,HP1b chromo inh,USP1-UAF1 inh,TrxR1 inh,PGK inhibitor,GLS inhibitor
CCOc1ccc(-c2ccc(SCc3ccccn3)nn2)cc1,-5%[57.1 µM],-2%,-4,5%,27%,-7%,9%[57.1 µM],-8%,-9%
Cc1ccccc1CSCCNC(=O)c1ccccc1,-6%,-9%,4,10%,22%,-15%,-11%,i,2%
COc1ccc(CCNC(=O)c2cccc(C(=O)NCCc3ccc(OC)cc3)n2)cc1,8%[57.1 µM],1%,-6,3%,25%,-15%,20%[57.1 µM],3%,-4%
CCOC(=O)c1sc2nc(C)nc(N3CCN(S(=O)(=O)c4ccccc4)CC3)c2c1C,5%[57.1 µM],37%[activator],0,2%,-14%,-4%,14%[57.1 µM],-1%,11%
Cn1c(SCc2cccc(F)c2)nnc1-c1ccccn1,-7%,-2%,-3,5%,19%,2%,-6%,-6%,-3%
Cn1c(N)c(C(=O)COC(=O)c2ccccc2C(=O)c2ccccc2)c(=O)n(C)c1=O,-2%,0%,-3,-8%,22%,-2%,15%,-7%,-2%
O=C(N/N=C/C=N/NC(=O)c1ccco1)c1ccco1,?,-4%,-5,-1%,34%,-15%,?,-7%,9%
O=C(NCCN=C1NS(=O)(=O)c2ccccc21)c1ccco1,4%,-1%,-3,5%,10%,-17%,9%,-7%[11.5 µM],5%
COc1ccc(CNC(=O)c2ccc(CS(=O)(=O)c3ccccc3OC)o2)cc1,3%[57.1 µM],-2%,-1,-18%,30%,5%,15%[57.1 µM],8%,6%
O=C(c1ccc2c(Cl)c3c(nc2c1)CCCC3)N1CCC(N2CCCCC2)CC1,-5%[57.1 µM],6%,-2,11%,38%[activator],-20%,?,i,-5%

# The final 2 compounds of the part before open the next one:
SMILES,TrxR1 substrate,Pin1 inh,PI4K2A inh,mIDH1 inhibitor,HP1b chromo inh,USP1-UAF1 inh,TrxR1 inh,PGK inhibitor,GLS inhibitor
COc1ccc(CNC(=O)c2ccc(CS(=O)(=O)c3ccccc3OC)o2)cc1,3%[57.1 µM],-2%,-1,-18%,30%,5%,15%[57.1 µM],8%,6%
O=C(c1ccc2c(Cl)c3c(nc2c1)CCCC3)N1CCC(N2CCCCC2)CC1,-5%[57.1 µM],6%,-2,11%,38%[activator],-20%,?,i,-5%
O=C(COc1ncnc2cc([N+](=O)[O-])ccc12)N(CCc1ccccc1)Cc1ccccc1,8%[57.1 µM],48%[activator],3,-3%,4%,-17%,13%[57.1 µM],-1%,4%
CC(C)=NNc1ncnc2nc[nH]c12,6%[11.4 µM],-5%,3,7%,34%,-5%,-14%[11.4 µM],-8%,8%
CC(C)CC1C(=O)N(Cc2cn(CCC3OCCCO3)nn2)CCS(=O)(=O)N1Cc1ccc(-c2ccc(Cl)c(Cl)c2)cc1 (centres undefined),nt,nt,-6,-15%,nt,-27%,nt,-6%,-1%
Cc1cc(C)cc(NC(=O)CSc2c(C(C)C)cnc3c2c(=O)n(C)c(=O)n3C)c1,0%[57.1 µM],2%,-2,?,12%[57 µM],-5%,13%[57.1 µM],-3%,3%
CCCCNC(=O)COC(=O)c1ccc(NS(=O)(=O)c2ccc3c(c2)OCCO3)cc1,-6%,0%,-4,-1%,33%,-21%,-4%,-2%,0%
O=c1c2ccccc2cnn1-c1ccc2ccccc2c1,-9%,0%,0,0%,33%,3%,6%,-13%,4%
Nc1n[nH]c2cc(=O)n(-c3cccc(C(F)(F)F)c3)nc12,4%,?,-6,-11%,25%,-8%,-19%,nt,22%
CCOCCCNC(=O)C1CCN(Cc2ccc(OCc3ccccc3)c(OC)c2)CC1,2%,-3%,7,1%,10%,-19%,12%,-3%,-1%
CCc1ccc(NC(=O)N2CCN(c3ccc(F)cc3)CC2)cc1,-4%,-12%,-7,-5%,20%,-7%,9%,i,18%
CCOC(=O)c1c(N)sc(C(=O)N(CC)CC)c1C,-1%,-2%,4,0%,31%,-13%,12%,-9%,-7%
Cc1ccc(CN(C(=O)COc2ccccc2Cl)c2ccccn2)o1,0%,3%,-16,7%,30%,-26%,?,-12%,4%
Cc1ccc(CS(=O)(=O)CCC(=O)NCCCN2CCCC2)cc1,9%,-7%,2,3%,13%,-4%,15%,-5%,8%
Cc1cc(C)cc(OCC(=O)Nc2ccccc2C(=O)N2CCOCC2)c1,4%,?,0,2%,27%[57 µM],-8%,3%,0%,-25%
CCOC(=O)C1CCN(C(=O)C(CCSC)NC(=O)COc2ccccc2)CC1 (centres undefined),11%,-1%,-1,4%,20%,-14%,23%,-6%,2%
Cc1ccc(S(=O)(=O)NCC2CCC(C(=O)NCCCN3CCCC3=O)CC2)cc1 (centres undefined),5%,-4%,2,-1%,-3%,-18%,22%,-1%,-2%
CC1(CCc2ccccc2)NC(=O)N(Cc2nnc(-c3ccccc3Br)o2)C1=O (centres undefined),14%[57.1 µM],6%,-16,5%,1%,-6%,24%[57.1 µM],-8%,9%
Cc1nc2c(nnn2Cc2ccccc2)c(=O)[nH]1,7%[57.1 µM],-8%,-4,8%,?,?,23%[57.1 µM],-6%,?
Cc1ccccc1OCC(=O)Nc1ccc(-c2nc3cc(Cl)cc(Cl)c3o2)cc1,7%,1%,3,-9%,3%,-25%,18%,3%,-1%
Cc1ccc(Nc2ncc3c(n2)CC(C)CC3=O)c(C)c1 (centres undefined),-1%,2%,6,7%,25%,-7%,19%,-3%,5%
COc1ccc(C(=O)NC23CC4CC(CC(C4)C2)C3)cc1,3%,1%,5,2%,38%,-20%,15%,nt,-5%

# Reprinted at random: four compounds from above
SMILES,TrxR1 substrate,Pin1 inh,PI4K2A inh,mIDH1 inhibitor,HP1b chromo inh,USP1-UAF1 inh,TrxR1 inh,PGK inhibitor,GLS inhibitor
CCOC(=O)C1CCN(C(=O)C(CCSC)NC(=O)COc2ccccc2)CC1 (centres undefined),11%,-1%,-1,4%,20%,-14%,23%,-6%,2%
Cc1cc(C)cc(NC(=O)CSc2c(C(C)C)cnc3c2c(=O)n(C)c(=O)n3C)c1,0%[57.1 µM],2%,-2,?,12%[57 µM],-5%,13%[57.1 µM],-3%,3%
CC(C)CC1C(=O)N(Cc2cn(CCC3OCCCO3)nn2)CCS(=O)(=O)N1Cc1ccc(-c2ccc(Cl)c(Cl)c2)cc1 (centres undefined),nt,nt,-6,-15%,nt,-27%,nt,-6%,-1%
Cc1ccccc1CSCCNC(=O)c1ccccc1,-6%,-9%,4,10%,22%,-15%,-11%,i,2%

# Other structures.
SMILES,TrxR1 substrate,Pin1 inh,PI4K2A inh,mIDH1 inhibitor,HP1b chromo inh,USP1-UAF1 inh,TrxR1 inh,PGK inhibitor,GLS inhibitor
O=C(CCCN1C(=O)c2cccnc2Oc2ccc(Cl)cc21)NCc1ccccc1F,-3%,0%,1,-10%,8%,?,16%,-5%,-9%
COC(=O)[C@]1(Cc2ccccc2)N[C@H](CN(C)C(=O)c2ccc(F)cc2)[C@@H]2C(=O)N(C)C(=O)[C@@H]21,-3%,-2%,3,1%[38.3 µM],34%,-4%,5%,4%,2%
Cc1cccc(C(=O)NCC(=O)OCc2cc(=O)n3nc(C)sc3n2)c1,1%[57.1 µM],-10%,-2,-10%,28%,1%,11%[57.1 µM],-2%,-4%
Cc1ccccc1C(=O)Nc1nc(-c2ccc(Br)cc2)ns1,1%,-2%,-3,30%,49%[activator],10%,9%,-1%,8%
CCCCCCCc1nc2nc(C)c(Br)c(=O)n2[nH]1,3%[57.1 µM],-5%,6,6%,1%,-7%,26%[57.1 µM],-2%,10%
CCCN(C(=O)CSCc1ccc(Cl)cc1)c1c(N)n(Cc2ccccc2)c(=O)[nH]c1=O,3%,2%,-3,1%,27%,-15%,-3%,-9%,-10%
Cn1cnc(NCc2ccccc2)c1[N+](=O)[O-],-4%,1%,4,5%,16%,-4%,8%,-7%,-1%
Cc1ccccc1Nc1nnc(SCC2CCCCO2)s1 (centres undefined),-6%,-4%,-2,0%,19%,-18%,-2%,-7%,14%
Cc1ccc(C(=O)N2CC(=O)Nc3ccc(F)cc3C2c2ccc(F)cc2)cc1 (centres undefined),-4%[57.1 µM],-2%,-2,6%,14%,-11%,7%,-2%,7%
Cn1nc(-c2ccc(Cl)cc2)c2cc(C(=O)N3CCCC3)sc21,5%,-2%,-4,-5%,36%[activator],-16%,22%,-5%,-1%
COc1ccc(CN(Cc2ccco2)C(=O)COc2ccccc2OC)cc1,-4%,-3%,-6,1%,3%,-15%,8%,i,-6%
